LANA DNA inh: inhibitors of KSHV LANA C-terminal domain DNA binding | inhibition, % at 9 µM | MBP-C-LANA/FAM-LBS DNA binding, fluorescence polarization | AID 504423 | 0.078% of 340,000 active;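 active means highest replicate inhibition at or above 60% at 9 µM, even if other replicates fall short; inactive means all replicates below 60% inhibition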;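 further: 0% = neutral control wells and 100% = 4 µM acridine orange control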
DAGLB inhibitor: blocks human DAGLB lipase activity; HEK293T DAGLB membrane lysate, EnzChek fluorogenic substrate; inhibition, % at 5.17 µM; 0.059% of 340,000 active; AID 504411; in the data active means inhibition above about 34%;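 further: 0% = enzyme with vehicle and 100% = wells lacking enzyme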
Target sequence (Q8NCG7 whole entry, looked up): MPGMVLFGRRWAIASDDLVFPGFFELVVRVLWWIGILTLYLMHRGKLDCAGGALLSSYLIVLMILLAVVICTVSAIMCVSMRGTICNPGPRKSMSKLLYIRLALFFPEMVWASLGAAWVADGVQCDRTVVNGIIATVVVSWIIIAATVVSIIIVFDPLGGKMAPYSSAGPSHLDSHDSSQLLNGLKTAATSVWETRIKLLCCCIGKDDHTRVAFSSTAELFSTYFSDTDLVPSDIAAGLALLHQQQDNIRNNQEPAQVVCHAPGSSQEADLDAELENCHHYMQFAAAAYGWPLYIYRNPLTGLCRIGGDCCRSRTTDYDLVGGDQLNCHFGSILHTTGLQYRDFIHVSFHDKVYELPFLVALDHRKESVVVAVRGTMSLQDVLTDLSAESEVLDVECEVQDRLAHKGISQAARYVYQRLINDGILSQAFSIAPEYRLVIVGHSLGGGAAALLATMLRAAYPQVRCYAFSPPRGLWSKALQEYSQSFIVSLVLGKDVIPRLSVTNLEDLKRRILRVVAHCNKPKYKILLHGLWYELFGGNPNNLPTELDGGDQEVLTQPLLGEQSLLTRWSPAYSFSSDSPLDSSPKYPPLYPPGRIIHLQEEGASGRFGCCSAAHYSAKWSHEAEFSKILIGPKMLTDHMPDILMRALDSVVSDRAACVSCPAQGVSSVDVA
cardiac RTF act: cardiac RTF calcium sensitization; P19429+P45379; IANBD-labeled TnC RTF fluorescence at EC20 calcium; 0% EC20 calcium, 100% full calcium; activation, % at 7.2 µM; 0.24% of 340,000 active; AID 493008;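 active means activation above the mean over all tested compounds plus 3 SD, cut at about 30% in these data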;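 further: rise in fluorescence read as greater calcium sensitivity of cardiac thin filaments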
Rtt109 Vps75: blocks Candida albicans Rtt109/Vps75 acetyltransferase activity. AID 540336. inhibition, % at 34.9 µM. 0.16% of 330,000 active. Q5AAJ8. purified Rtt109/Vps75, ThioGlo CoA-SH fluorescence, 4 h;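 active means inhibition of at least 50% in every replicate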
Target sequence (Q5AAJ8 whole entry, looked up): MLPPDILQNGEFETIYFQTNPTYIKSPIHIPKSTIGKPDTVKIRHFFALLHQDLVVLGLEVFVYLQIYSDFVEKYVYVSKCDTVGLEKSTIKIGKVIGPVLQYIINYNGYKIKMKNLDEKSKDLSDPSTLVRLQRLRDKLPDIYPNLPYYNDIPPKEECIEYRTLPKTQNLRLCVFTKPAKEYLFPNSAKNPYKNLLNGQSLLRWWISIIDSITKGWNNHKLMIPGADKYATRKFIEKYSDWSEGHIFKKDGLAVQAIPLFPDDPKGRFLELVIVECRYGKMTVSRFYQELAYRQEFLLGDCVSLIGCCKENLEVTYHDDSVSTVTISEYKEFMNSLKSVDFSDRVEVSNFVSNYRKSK
SR-BI uptake up: activators of SR-BI mediated HDL lipid uptake; CHO ldlA[mSR-BI] cells, DiI-HDL uptake fluorescence, 3 h; 100 = double the neutral-control signal; activation, % at 12.5 µM; 0.096% of 320,000 active; AID 504775;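 active means mean replicate activation of at least 60% and every replicate at or above 60%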;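 further: 0% = median plate neutral-control signal and 100% = twice that signal; values of inactives mirror those of a sister screen read the other way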
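System: CHO ldlA[mSR-BI] cells / Medium: HEPES-buffered (25 mM, pH 7.4) F12 plus 0.5% BSA / Probe or stimulus: labelled HDL, 10 µg/mL / Doses: single compound concentration, delivered by pin transfer / Schedule: 3 h, 37 °C / Measured by: DiI fluorescence, bottom read / Measure: cell-associated DiI fluorescence as measure of HDL uptake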
RTF Ca sens inh: cardiac RTF calcium desensitization; inhibition, % at 7.15 µM; AID 493244; IANBD-labeled cardiac RTF, Ca2+ fluorescence; P19429+P45379; 0.12% of 340,000 active;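 active means inhibition above the mean inhibition of all tested compounds plus 3 SD, cut at about 17% in these data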;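 further: assay run at fixed EC70 calcium of 1.6 mM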
PKA-R2B activ: PKA-R2B complex activation | PKA-R2B holoenzyme dissociation, Cy5-IP20 fluorescence polarization; R2B truncated from residue 108, S112A mutant; 0% DMSO only, 100% 113 µM cGMP | AID 504700 | 0.079% of 340,000 active | activation, % at 11.4 µM;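 active means activation above a cutoff set at the mean over all compounds plus 3 SD, cut at about 18% in these data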;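 further: higher means more holoenzyme dissociation and a rise in polarization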
Keap1 Nrf2 FP: Keap1-Nrf2 (human) interaction inhibition; 0.15% of 340,000 active; AID 504523; Keap1 Kelch-Nrf2 peptide fluorescence polarization, 1536-well; inhibition, % at 9.4 µM; in the data active means inhibition above about 12%;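 further: human Keap1 Kelch domain with fluorescein labeled Nrf2 9mer peptide probe; 0% = neutral control wells and 100% = peptide positive control; higher means more block of Keap1 binding to Nrf2 peptide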
CAL PDZ FP-1: CAL PDZ (human) peptide binding inhibition; Q9HD26; purified CAL PDZ, TMR-peptide fluorescence polarization, 1 h; 0.92% of 300,000 active; AID 602252; inhibition, % at 24.9 µM;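 active means mean inhibition of at least 30% with at least half of replicates also reaching 30%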;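 further: 0% = DMSO neutral control and 100% = excess unlabeled competitor peptide PRC23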
CAL PDZ FP-2: human CAL PDZ-peptide interaction inhibition. inhibition, % at 20 µM. Q9HD26. AID 504414. purified CAL PDZ, TMR-peptide fluorescence polarization, 1 h. 0.02% of 330,000 active;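 active means highest replicate inhibition of at least 40%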;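 further: plate controls were DMSO neutral control wells for no effect and unlabeled competitor peptide control wells for full effect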
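System: tagged CAL PDZ domain. Schedule: 1 h room-temperature incubation prior to read. Signal: fluorescence polarization (mP). Measure: percent inhibition from loss of millipolarization.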
* = called active by the depositor; nt = not tested or not shown.

SMILES	LANA DNA inh	DAGLB inhibitor	cardiac RTF act	Rtt109 Vps75	SR-BI uptake up	RTF Ca sens inh	PKA-R2B activ	Keap1 Nrf2 FP	CAL PDZ FP-1	CAL PDZ FP-2
O=C(O)CP(=O)(O)O	-2.4	6	12	-20	7	-6	-4	-1	-2	0.1
CCOc1ccccc1NC(=O)Cn1nnc(C(=O)NCc2ccco2)c1N	-0.6	0	-2	3	7	-2	1	0	7	-1.8
CCOC(=O)N1CCC(NC(=O)c2cc(S(=O)(=O)N(CC)CC)ccc2F)CC1	1.0	-2	3	-2	-5	-15	-9	-3	-4	0.2
Cc1ccc(N2C(=O)CC(NNC(=O)c3cccc(S(=O)(=O)N4CCCC4)c3)C2=O)cc1 (stereo unspecified)	-0.3	-1	0	16	-6	4	-4	2	-4	-0.5
CCOc1cc(/C=N/NC(=O)c2ccc(CN3CCOCC3)cc2)ccc1OCc1ccccc1	-0.5	0	-16	0	-35	-19	-6	-3	0	-2.2
CCCCCCCC(=O)N/N=C(\C)c1cccnc1	-0.3	-1	-2	2	8	-10	-6	3	-6	0.3
O=C(O)/C(=C\c1ccco1)NC(=O)c1ccco1	7.0	-1	-1	1	10	-2	-4	-2	-1	-0.5
O=C(NCC1CCCN(Cc2cccc(OCCO)c2)C1)c1ccc(F)cc1 (stereo unspecified)	-1.8	-2	1	4	nt	-6	-1	1	28	-1.6
O=C(NNC(=O)c1cccc(Cl)c1)NNC(=O)c1cccc(Cl)c1	-1.8	0	-5	-1	-17	-13	-6	-6	-6	0.8
Cc1ccc(S(=O)(=O)N(C)CC(=O)O/N=C(\N)c2cccc(Br)c2)cc1	-0.4	-12	-5	9	nt	5	-1	-4	-4	-0.8
CN1CCN(C(=O)CCc2nc3ccccc3n2-c2ccccc2)CC1	2.5	-1	-1	0	5	-8	-8	-3	-2	0.0
Cc1cccnc1NC(=O)CCNC(=O)c1ccccc1Cl	1.3	2	0	-2	36	-4	-3	0	-1	-1.4
COc1ccc(S(=O)(=O)N2CCCCC2)cc1NC(=O)Cn1cnc2ccccc2c1=O	1.2	-2	-1	25	-16	3	10	-8	3	0.1
Cc1n[nH]c(=O)c2c(NC(=O)COC(=O)Cc3ccc(Cl)cc3Cl)oc(C)c12	-2.5	1	1	-3	-2	8	-9	-3	7	-0.4
O=C(COc1ccc(Br)cc1)N1CCc2ccccc2C1	-0.3	-7	-1	-1	14	7	-2	-1	1	-1.4
COc1ccc(OC)c(Nc2ccc(Nc3cc(OC)ccc3OC)nn2)c1	-0.4	3	4	9	-86	6	-11	0	0	-0.8
CC(C)CNC(=O)CN(C1CCCCC1)S(=O)(=O)c1ccccc1	-0.7	-6	-1	-13	-4	12	-3	3	-2	-1.1
Cc1ccc(C(=O)N2CCN(Cc3ccc4c(c3)OCO4)CC2)o1	-0.5	3	11	13	6	2	-2	2	-15	-1.1
Cc1ccsc1C(=O)OCC(=O)N(C)c1c(N)n(Cc2ccccc2)c(=O)[nH]c1=O	0.5	-2	5	3	19	-3	-10	1	-3	-0.7
CCN(CC)S(=O)(=O)c1cccc(NC(=O)c2ccc(S(=O)(=O)N3CCCC3)cc2)c1	3.5	-4	4	-4	-41	-3	-17	-2	-1	-3.3
NC(=O)CC(NC(=O)c1ccc(Br)cc1)c1ccc(N2CCC(Cc3ccccc3)CC2)c([N+](=O)[O-])c1 (stereo unspecified)	6.2	7	-2	5	5	-7	19*	-1	-3	-0.8
CC(O)CN1CC(O)=C(c2nc3ccccc3s2)C1=N (stereo unspecified)	-0.4	-1	6	-2	7	2	-5	0	nt	-0.2
Cc1ccccc1OCC(=O)OCC(=O)Nc1cc(S(C)(=O)=O)ccc1Cl	-1.1	1	-9	-11	24	0	1	-1	-4	-2.1
O=c1[nH]nc(SCc2ccccc2Cl)n1-c1ccc2c(c1)OCCO2	2.7	nt	nt	-7	-14	nt	nt	-1	nt	-1.4
CCOC(=O)C1=C(C)NC(=O)NC1c1ccc(OC(=O)c2ccco2)cc1 (stereo unspecified)	2.7	3	14	-3	17	5	-8	-2	1	-0.7
O=C1C(C=NC2CC2)=C(O)c2ccccc21	-1.0	0	7	-11	14	2	11	-1	-5	0.1
Cc1cc(-n2c(C)cc(C(=O)COc3ccc(Cl)cc3C(N)=O)c2C)no1	1.8	0	4	2	-19	-11	-11	-7	-5	0.6
COCCCNC(=S)Nc1cc2oc3ccccc3c2cc1OC	0.6	-1	-4	4	-88	6	-2	-4	2	1.0
Cc1ccc(C(=O)Oc2cccc(NC(=O)c3ccco3)c2)cc1S(=O)(=O)N1CCC(C)CC1	-0.4	-3	-4	-6	-54	1	-7	-1	-2	0.9
O=C(CN1CCN(c2ccccn2)CC1)NCc1cccs1	0.4	-2	-3	1	6	-7	-6	0	-5	nt
OCCNC(=S)Nc1ccc(Oc2ccccc2)cc1	-0.2	0	-2	-5	-1	3	-2	3	-4	-1.4
Cc1cc(NS(=O)(=O)c2ccc3c(c2)OCCO3)no1	-11	2	5	-6	-4	-3	0	-1	nt	0.0
O=C(CCN1N=C(c2ccccc2)CCC1=O)NC1CCCC1	1.3	1	3	-13	-4	-1	-10	-5	-3	-1.3
COC(=O)C(F)(Sc1c(C)n(C)n(-c2ccccc2)c1=O)C(F)(F)F (stereo unspecified)	0.9	1	7	-5	-19	-5	-4	2	-1	-1.3
Nc1nc2ccccc2n1C(=O)c1ccc(F)cc1	0.4	-1	-1	3	16	8	-14	1	-6	-0.2
O=C(NS(=O)(=O)c1ccccc1)c1ccccc1O	-1.1	2	2	0	-6	-12	-6	-2	-3	-0.1
COCCNC(=O)/C(C#N)=C/c1ccc(SC)cc1	0.9	nt	nt	-1	10	nt	nt	-4	5	-1.6
Cc1cccc(NC(=O)C2CCCN2S(=O)(=O)c2ccc3c(c2)n(C)c(=O)c(=O)n3C)c1 (stereo unspecified)	1.3	-1	4	20	19	-8	12	-8	nt	-1.1
CC(C)c1cc(-c2cc(C(=O)Nc3ccccc3)on2)nc(NC2CCCC2)n1	-0.3	-11	0	-4	-55	1	-16	-4	-2	-0.6
CCN1CCN(S(=O)(=O)c2ccc(Cl)c(C(=O)N(C)C(c3ccccc3)c3ccccc3)c2)CC1	2.4	-1	-7	12	2	-3	4	-5	-3	-2.0
O=[N+]([O-])/C=C\c1ccc(N2CCOCC2)cc1	1.8	0	0	2	nt	-5	4	2	-1	-2.3
COc1ccc(/C(N)=N/OC(=O)c2cccc([N+](=O)[O-])c2)cc1OC	0.0	1	5	-7	-39	-6	-3	-4	-3	-3.7
O=C(CNC(=O)c1ccc(Cl)cc1Cl)OCc1nnc(-c2ccccc2Br)o1	-1.7	-1	0	3	29	2	-4	1	-6	-0.7
CCn1nc(C(=O)NCc2ccco2)c(Cl)c1Cl	-1.8	-1	4	-2	12	-5	-4	-3	-4	-0.6
COC(=O)[C@H](CCSC)NC(=O)NC1CC1	1.9	2	2	-5	33	-2	4	2	-1	-0.6
Cc1cc(C)n2nc(SCc3c(F)cccc3Cl)nc2n1	-1.2	-2	-1	3	-19	5	5	-1	-2	-2.8
COc1cccc(CN(C)Cc2nc(Cc3ccccc3Cl)no2)c1	2.2	-19	12	6	20	-5	-3	-7	0	-2.8
O=C(/C=C/NNC(=O)c1ccccc1)c1ccc([N+](=O)[O-])cc1	-0.1	15	-3	-7	-123	1	-9	-2	-1	-3.0
O=C(Nc1cccc2c1C(=O)NC2=O)c1ccc(S(=O)(=O)N2CCCC2)cc1	4.8	-2	0	-460	23	-8	1	-12	-2	-1.7
CCOc1ccc(CCNC(=O)COC(=O)CSc2ccccc2C)cc1OCC	1.6	-5	9	14	0	2	2	-1	-5	-1.6
Cc1ccc(S(=O)(=O)N2CC=C(C(=O)NC3CCCC3)CC2)cc1	-0.7	-1	-4	-13	-1	-1	-1	2	1	-1.7
CC(C)C(=O)Nc1ccc(N2CCOCC2)c(S(=O)(=O)Nc2ccccc2Cl)c1	-0.5	1	0	3	8	-6	-5	-5	-2	0.4
CCN1CCN(S(=O)(=O)c2ccc(Cl)c(C(=O)N(C)Cc3cccc(OC)c3)c2)CC1	0.5	1	0	-5	-7	-10	-8	0	0	-1.9
Clc1ccc(N2CCN(Cc3ccco3)CC2)cc1	0.8	-7	-6	-1	-7	0	-5	1	13	-0.6
NNc1ccc(S(=O)(=O)N2CCCCC2)cn1	-1.3	2	-1	3	nt	-4	-14	-6	-1	-0.6
O=C(Nc1cc(Cl)ccc1Cl)C1Cc2ccccc2O/C1=N\O (stereo unspecified)	-0.5	-2	2	-1	-15	-6	1	-2	4	0.1
CS(=O)(=O)N(CC(=O)O)c1ccc(Oc2ccccc2)cc1	-1.5	-1	3	0	32	-13	5	-2	2	-0.4
CN1c2ccccc2Oc2c(c(=O)n(C)c(=O)n2C)C1c1cccc([N+](=O)[O-])c1 (stereo unspecified)	0.4	0	-4	-9	-48	-4	7	1	nt	-0.8
COC(=O)c1ccccc1S(=O)(=O)N1CCC(C(=O)OC(C)C(=O)Nc2ccc(NC(C)=O)cc2)CC1 (stereo unspecified)	4.0	2	-4	1	4	0	-1	2	nt	-1.2
CC(C)Cc1cc(C(=O)Nc2cc(C(F)(F)F)ccc2Cl)no1	-0.9	-9	4	-5	-27	-2	-1	-5	-4	-0.6
Continued.
SMILES	LANA DNA inh	DAGLB inhibitor	cardiac RTF act	Rtt109 Vps75	SR-BI uptake up	RTF Ca sens inh	PKA-R2B activ	Keap1 Nrf2 FP	CAL PDZ FP-1	CAL PDZ FP-2
C[C@@H]1C[C@H](Nc2ccccc2)c2ccccc2N1C(=O)c1cccnc1	-0.3	0	-2	6	7	-2	4	2	-4	nt
CC(C)(C)c1ccc(S(=O)(=O)N2CCC(c3nc4ccc(Cl)cc4[nH]3)CC2)cc1	0.8	-13	-5	47	-22	4	-9	-2	-3	-2.4
COC(=O)Cn1c(=NC(=O)CSC(C)=O)sc2ccccc21	4.7	3	-1	-1	0	-2	9	3	-1	-0.7
O=S(=O)(NC1CCCCC1Sc1ncccn1)c1ccccc1 (stereo unspecified)	-0.4	2	2	2	14	0	-4	-1	-3	-0.8
